Screening data: PubChem BioAssay, National Center for Advancing Translational Sciences (NCATS)
TexasRed autofl: compounds fluorescent in Texas Red spectral region; 0.06% of 59,000 active; Compound fluorescence, Texas Red channel, 547/618 nm; hits give high values; max dye-equivalent concentration, M; in the data active = max dye-equivalent concentration above about 10 nM; inconclusive = between about 1.1 nM and that limit
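Compound titrations in 100 mM Tris pH 8.0 were incubated 15 min at room temperature and read at 547 nm excitation / 618 nm emission. Texas Red six-point standard curve on each plate converted fluorescence to dye-equivalent concentration.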
HBB splicing: modulators of hemoglobin beta chain splicing. HBB splicing reporter cell assay, activation; EGFP reporter with mutant IVS2-654 intron; response scale: normalised to 500 nM splice-correcting PNA. Potency, µM (titrated, usually from 46.1 µM), without a hit: at the highest dose activation, usual class: activators. 0.06% of 65,000 active. AID 925; also: potency is read from the fitted curve at half-maximal effect; 0% is about no effect
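Compounds were applied for 2 days to HeLa EGFP-654 cells, 500/well in Optimem with 2% FCS. The reporter's EGFP is disrupted by mis-splicing of beta-globin intron IVS2-654. Readout: summed well GFP fluorescence from 488 nm laser scanning; reference was 500 nM antisense […] 654 PNA.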
HADH2 inhib: HADH2 (human) dehydrogenase inhibition. 3.4% of 73,000 active. recombinant HADH2, NADH fluorescence, beta-hydroxybutyryl-CoA. Potency, µM (doses to about 57.1 µM), inactives show at the top dose activity change, negative = inhibition, usual class: inhibitors. Q99714; also: potency is read from the fitted curve at half-maximal effect; % is scaled to controls: 0 for no effect and ±100 for the full control effect; nearly all actives have a fitted effect of over 60% in size; many of its hits are not listed in these tables
Target sequence (Q99714 whole entry, looked up, one chain of several): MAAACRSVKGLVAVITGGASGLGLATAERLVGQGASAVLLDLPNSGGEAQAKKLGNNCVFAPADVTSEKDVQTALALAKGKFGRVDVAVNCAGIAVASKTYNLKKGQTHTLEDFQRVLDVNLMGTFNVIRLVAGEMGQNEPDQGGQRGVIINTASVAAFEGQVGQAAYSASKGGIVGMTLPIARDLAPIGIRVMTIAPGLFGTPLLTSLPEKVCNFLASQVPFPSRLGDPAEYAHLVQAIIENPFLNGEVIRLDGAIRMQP
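E. coli-expressed His-tagged HADH2 tested at 20 nM in alkaline Tris buffer (pH 9.0); oxidation of 90 uM beta-hydroxybutyryl-CoA with 1 mM NAD+ tracked fluorimetrically for 4 min.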
DNA Pol III inh: blocks replication by bacterial DNA polymerase III holoenzyme; reconstituted DNA polymerase III holoenzyme replication, biochemical; Potency, µM (doses to about 57.1 µM), inactives show at the top dose activity change, negative = inhibition; 0.25% of 71,000 active; AID 603; also: potency is read from the fitted curve at half-maximal effect; % is scaled to controls: 0 for no effect and ±100 for the full control effect
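Reconstituted *E. coli* holoenzyme (0.35 nM Pol III, 1 nM beta, 154 nM SSB, 2 nM primase) was preincubated with compound for 15 min at RT. Synthesis on 1.4 nM ssM13Gori ran 35 min, then was stopped with PicoGreen/EDTA and read as dsDNA fluorescence.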
CRE Fsk mod: CRE-bla signaling modulation under forskolin stimulation; CHO CRE-bla reporter (cAMP response element driving beta-lactamase), forskolin EC10, beta-lactamase ratio; Potency, µM (top dose mostly 38.2 µM), inactives show at the highest dose activity change, negative = inhibition, most hits filed as activators; 2.5% of 71,000 active; AID 662; active = well fitted activation curve with a large enough effect in the signal ratio, with a control signal flat, not every such curve was filed as active; inconclusive = small, poorly fitted or top-dose-only effect, or effect the other way, or a change in a side signal; the % refers to the signal ratio; also: potency is read from the fitted curve at half-maximal effect; % of control where 0% means no effect
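Titrated compounds plus EC10 NKH 477 on CHO CRE-bla cells, 3 h, 37 °C. CCF4, 2 h RT. Ratio 460/530 nm → AC50.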
Rhodamine autofl: compound fluoresces in the rhodamine spectral region. 0.05% of 59,000 active. Rhodamine-region fluorescence, 547/598 nm, Tris buffer; hits give high values. AID 594. max dye-equivalent concentration, M; in the data active = max dye-equivalent concentration above about 11 nM; inconclusive = between about 1.1 nM and that limit
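Steps: pin-transfer compounds into pH 8.0 Tris (100 mM), hold 15 min at room temperature, image with a 547/598 nm filter pair, and convert intensities to rhodamine-equivalent concentration using a six-point on-plate rhodamine series.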
Hsp90 Hop PPI: changes Hsp90-Hop TPR2A binding signal, up or down; AlphaScreen TPR2A-His6 binding biotin-Hsp90 C-terminal peptide; Potency, µM (doses to about 57 µM), for the others: at the highest dose activity change, negative = inhibition; 0.44% of 71,000 active; AID 595; active = well fitted curve in either direction with a large enough effect; inconclusive = small, poorly fitted or top-dose-only effect, or another doubt; also: potency is read from the fitted curve at half-maximal effect; % is scaled to controls: 0 for no effect and ±100 for the full control effect; many of its hits are not listed in these tables
Tau fil binding: binders of human tau filaments; 2% of 71,000 active; recombinant tau filaments, thioflavin S fluorescence, 15 h; filaments grown with octadecylsulfate alongside compound; P10636; Potency, µM (titrated, usually from 57.1 µM), for the others: top-dose activity change, negative = inhibition;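 also: potency is read from the fitted curve at half-maximal effect; % is scaled to controls: 0 for no effect and ±100 for the full control effect; actives lower thioflavin S fluorescence by blocking filaments or displacing dye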
Target sequence (P10636 whole entry, looked up): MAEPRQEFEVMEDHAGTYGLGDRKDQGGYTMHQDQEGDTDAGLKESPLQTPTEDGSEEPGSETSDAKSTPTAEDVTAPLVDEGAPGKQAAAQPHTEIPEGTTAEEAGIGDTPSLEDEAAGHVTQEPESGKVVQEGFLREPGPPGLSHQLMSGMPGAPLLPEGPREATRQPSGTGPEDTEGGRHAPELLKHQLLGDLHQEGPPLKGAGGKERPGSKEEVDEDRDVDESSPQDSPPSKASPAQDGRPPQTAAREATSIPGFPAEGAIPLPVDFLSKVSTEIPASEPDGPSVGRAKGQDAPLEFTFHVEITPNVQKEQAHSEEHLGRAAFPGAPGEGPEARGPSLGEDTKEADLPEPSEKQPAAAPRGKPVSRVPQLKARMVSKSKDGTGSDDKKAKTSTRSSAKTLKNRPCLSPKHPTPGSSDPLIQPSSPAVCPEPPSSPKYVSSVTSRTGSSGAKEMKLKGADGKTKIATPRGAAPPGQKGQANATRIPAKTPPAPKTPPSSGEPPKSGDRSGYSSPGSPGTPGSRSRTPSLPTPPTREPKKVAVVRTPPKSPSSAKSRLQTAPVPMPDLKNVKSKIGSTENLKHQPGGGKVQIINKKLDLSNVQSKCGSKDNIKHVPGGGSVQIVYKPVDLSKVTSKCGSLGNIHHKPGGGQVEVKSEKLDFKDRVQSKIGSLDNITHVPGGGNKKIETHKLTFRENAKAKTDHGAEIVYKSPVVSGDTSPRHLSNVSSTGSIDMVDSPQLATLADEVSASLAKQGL
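Recombinant tau protein (human, 1 uM final) plus 30 uM ODS in HEPES pH 7.4 with NaCl, DTT and thioflavine S. Compound present from the start; fluorescence at 510 nm after 15 h, 37 C.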
ALOX15 inhib: inhibitors of human 15-lipoxygenase (ALOX15); 1.4% of 74,000 active; purified 15hLO-1, xylenol orange hydroperoxide absorbance; Potency, µM (highest dose often 57.1 µM), inactives show top-dose activity change, negative = inhibition, actives largely listed as inhibitors; AID 887; P16050; also: potency is read from the fitted curve at half-maximal effect; % is scaled to controls: 0 for no effect and ±100 for the full control effect; nearly all actives have a fitted effect of over 55% in size
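40 nM 15hLO-1 + cpd, 15 min RT; start w/ 50 uM AA (final), 6 min RT; stop/detect w/ 200 uM XO + 300 uM Fe(II) in 50 mM H2SO4, 30 min; A573/A405. Buffer 25 mM Hepes pH 7.5, 0.01% Triton X-100. No-enzyme wells as negative control.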
ERK AVP inh: vasopressin-driven ERK pathway inhibition | AID 995 | Potency, µM (highest dose often 57.5 µM), without a hit: at the highest dose activity, negative = inhibition, usual class: inhibitors | HEK293-V1b, vasopressin-stimulated pERK AlphaScreen | 0.99% of 72,000 active; also: potency is read from the fitted curve at half-maximal effect; % is scaled to controls: 0 for no effect and ±100 for the full control effect; nearly all actives have a fitted effect of over 55% in size
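V1b-HEK293 cells; cpd 30 min 37C; 25 nM vasopressin 5 min; lyse 10 min; AlphaScreen beads 5 hr RT. Normalized to DMSO basal and 25 nM vasopressin; AC50 by Hill fit.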
Luciferase inh: firefly luciferase inhibition; P08659; purified firefly luciferase, luminescence, 8 min; Potency, µM (highest dose often 57.1 µM), inactives show top-dose activity change, negative = inhibition, usual class: inhibitors; 2.2% of 72,000 active; AID 411; also: potency is read from the fitted curve at half-maximal effect; % is scaled to controls: 0 for no effect and ±100 for the full control effect; nearly all actives have a fitted effect of over 40% in size
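Titration-based qHTS; buffer 50 mM imidazole pH 7.2, 50 mM KCl, 7 mM MgCl2, 10 uM ATP, 0.01% Tween 20, 0.05% BSA; luciferase/luciferin detector mix added after compound; 8 min, ambient; luminescence.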
* = called active by the depositor; i = inactive; ? = inconclusive; / = not tested or not shown; [ ] = dose if it differs, or a comment. Unless noted, calls follow the shape of the dose curve; as a rule, active = well fitted curve in the direction sought with a large enough effect; inconclusive = small, poorly fitted or top-dose-only effect, or another doubt; inactive = no such curve, though single readings can be large; an effect the other way counts as inactive or inconclusive.

SMILES	TexasRed autofl	HBB splicing	HADH2 inhib	DNA Pol III inh	CRE Fsk mod	Rhodamine autofl	Hsp90 Hop PPI	Tau fil binding	ALOX15 inhib	ERK AVP inh	Luciferase inh
CN1CCN(C2=NC3(CCCC3)C(C#N)C(=O)N2)CC1 (stereo not given)	i	-1.4%[57.5 µM]	9%	0%	4%	i	-3%	4%	4%	7%	-1%
Cn1c(C(=O)OCC(=O)NCc2ccco2)cc2sccc21	i	/	9%	-2%	3%	i	-3%	-10%	-1%	-18%	4%
CCCCn1c(SCC(=O)N2CCCc3ccccc32)nc2c1c(=O)n(C)c(=O)n2C	?	/	-15%	0%	16%	i	0%	-4%	0%	0%	0%
CCCCN(C(=O)c1cc(OC)c(OC)c(OC)c1)C1=CC2CCC(C1)N2C (stereo not given)	i	/	12%	-2%	-6%	i	-3%	-5%	-1%	12%	2%
O=C(CCS(=O)(=O)c1cccc2nonc12)NC1CCCCCC1	i	1.1%	-10%	0%	-29%	i	-3%	0%	0%	20%	0%
Cc1ccccc1OCC(=O)Nc1ccc(N2CCN(C(=O)C(C)C)CC2)c(Cl)c1	i	/	-10%	11%	?	i	-3%	50%	-7%	?	4%
Nc1cc(CN2C(=O)c3ccccc3C2=O)cc(Cl)c1O	i	2.6%	?	-5%	9%	i	-11%	-13%	10µM*	-23%	1%
O=C(Nc1c(C(=O)O)[nH]c2ccccc12)NC1CCCCC1	i	-2.4%[1.84 µM]	32µM*	-6%	8%	i	?	-25%	-19%	29%	-2%
CC(C)(C)c1[nH]nc2c1C(c1ccc(OC(=O)c3ccco3)cc1)C(C#N)=C(N)O2 (stereo not given)	?	0.0%	-11%	3%	-4%	i	-5%	4%	?	16%	2%
COc1ccc(OC)c(C(c2nnnn2CCc2ccccc2)N2CCN(c3ccccc3)CC2)c1 (stereo not given)	i	-0.2%[57.5 µM]	4%	-2%	-2%	i	-12%	-9%	-5%	-12%	-1%
COc1ccccc1CNC(=O)COC(=O)c1cnccn1	i	-7.2%	-7%	-5%	1%	i	-4%	-3%	-5%	19%	4%
CCOc1ccccc1NC(=O)c1cccc(NC(=O)c2ccco2)c1	i	-1.6%	0%	-1%	15%	i	-8%	45%	4%	-26%	-4%
COCCCN(C(=O)Cn1ncc2c(=O)oc3ccc(C)cc3c21)C(C)c1ccncc1 (stereo not given)	/	1.0%	6%	-9%	16%	/	-3%	12%	5%	-30%	-7%
CCOC(=O)C1CCN(C(=O)c2ccc(NC(=O)C3CCCO3)cc2)CC1 (stereo not given)	i	-2.6%	1%	-2%	2%	i	-2%	-5%	11%	21%	2%
CC1(C)CC(=O)C(C=NCCO)=C(O)C1	/	-1.2%	-2%	-5%	1%	/	0%	12%	4%	-5%	1%
O=C1CC(c2ccc(S(=O)(=O)N3CCCCC3)cc2)CN1 (stereo not given)	i	-0.1%	12%	-2%	6%	i	?	13%	6%	25%	-1%
COc1ccc(CN(C2CCCC2)S(=O)(=O)c2ccc(-n3cnnn3)c(OC)c2)cc1OC	i	/	-6%	-3%	17%	i	-2%	14%	2%	-26%	1%
CC(C)(Oc1ccc(Cl)cc1)C(=O)NCc1ccncc1	i	-0.4%	6%	-4%	1%	i	-1%	-2%	3%	-22%	0%
Cc1ccc(CNc2ccc(O)cc2)cc1	i	3.4%	10µM*	-14%	-2%	i	?	10µM*	?	?	/
CCN(CC(=O)Nc1ccc2c(c1)OCCO2)c1ccc(S(=O)(=O)N2CCOCC2)cn1	?	-1.5%	1%	-1%	-8%	i	-7%	3%	12%	4%	0%
Cc1nn(Cc2ccc(Cl)c(Cl)c2)c(C)c1NC(=O)c1cc(C2CC2)on1	/	-1.1%	-3%	5%	?	/	0%	-7%	-24%	-16%	-2%
CCOC(=O)c1cc(C(=O)c2cc(F)ccc2O)coc1=N	i	-2.2%	0%	-3%	?	i	-4%	-3%	10%	-7%	0%
COc1ccc(C(CC(=O)O)NC(=O)c2cccs2)cc1 (stereo not given)	?	5.5%	-9%	-5%	-21%	i	-4%	4%	3%	1%	3%
Cc1ccnc(NS(=O)(=O)c2cccs2)c1	i	6.5%	-9%	-4%	-4%	i	-1%	-5%	-5%	-5%	5%
CCOC(=O)Cn1c(=O)oc2cc(S(=O)(=O)NCCCc3ccccc3)ccc21	/	0.0%	3%	10%	13%	/	3%	3%	1%	/	1%

Next compounds follow.
SMILES	TexasRed autofl	HBB splicing	HADH2 inhib	DNA Pol III inh	CRE Fsk mod	Rhodamine autofl	Hsp90 Hop PPI	Tau fil binding	ALOX15 inhib	ERK AVP inh	Luciferase inh
C/C=C/C=[N+](\[O-])C(C)/C(=N/O)c1ccc(F)cc1 (stereo not given)	i	4.0%	12%	7%	-3%	i	?	-2%	9%	10%	0%
Oc1ccccc1-c1cc(C(F)(F)C(F)F)nc(-c2ccccc2)n1	i	-1.0%[57.5 µM]	-3%	-14%	13%	i	2%	6%	-19%	1%	2%
Cc1ccc(N2CCN(C(=O)N3CCCC3)CC2)cc1Cl	i	-1.0%	13%	-1%	-8%	i	-1%	4%	-7%	14%	1%
CCOCCCn1c(=S)[nH]c2cc(C(=O)NCCOC)ccc2c1=O	?	2.9%	-22%	-8%	-20%	i	-3%	-1%	10%	-27%	1%
CN1CCN(c2ncnc3ccc(-c4ccoc4)cc23)CC1	i	0.4%	1%	-17%	0%	i	7%	6%	1%	-26%	-1%[2.29 µM]
CCC[C@H](Sc1nc(N)nc2nc[nH]c12)C(=O)O	i	-0.6%[9.22 µM]	6%[11.4 µM]	10%[11.4 µM]	-10%[7.6 µM]	i	4%[11 µM]	0%[11.4 µM]	8%[11.4 µM]	-18%[11.5 µM]	2%[11.4 µM]
Cc1c(NC(=O)Nc2ccc3c(c2)OCO3)c(=O)n(-c2ccccc2)n1C	i	2.2%	-1%	-2%	-5%	i	-2%	-10%	10%	-11%	1%
Cc1cccc2cc(CN(CC3CCCO3)C(=O)c3cccnc3)c3nnnn3c12 (stereo not given)	i	/	2%	-2%	4µM*	i	4%	-6%	4%	0%	2%
CSc1nc(NC2CCCC2)c([N+](=O)[O-])c(NC2CCCC2)n1	/	/	5%	-2%	19%	/	-3%	?	-7%[25.6 µM]	-10%	0%
COc1ccc(C2CC(=O)C3=C(C2)Nc2ncnn2C3c2ccccc2C)c(OC)c1 (stereo not given)	i	2.9%	-20%	-15%	?	i	-7%	13%	-7%	?	3%
NC1=NC(c2ccc(F)cc2)n2c(nc3ccccc32)N1 (stereo not given)	i	-0.4%	18%	4%	-12%	i	-2%	1%	5%	-6%	0%
O=C(Cn1c(=O)oc2cc(S(=O)(=O)N3CCCC3)ccc21)NC1CCCc2ccccc21 (stereo not given)	/	-0.8%	14%	-5%	-4%	/	-2%[2.3 µM]	i	-10%	-13%	4%
Cc1cc(C)nc(SCC(=O)Nc2ccc(Br)cn2)n1	i	6.2%[0.369 µM]	-8%	5%	?	i	-2%	5%	-8%	9%	-1%
COc1ncc2ncc(=O)n(Cc3cccs3)c2n1	i	-0.3%	-22%	-6%	3%	i	1%	-5%	13%	-22%	-2%[11.4 µM]
Cc1cc(Oc2ccc(-c3ccccc3)cc2)nc(N2CCOCC2)n1	i	6.3%[0.369 µM]	8%	3%	?	i	21%	0%	-5%	-6%	-1%
COC(=O)[C@@]1(Cc2ccc(OC)cc2)[C@H]2c3cc(C(=O)N4CCCC4)n(CCF)c3C[C@H]2CN1C(=O)c1ccccc1	/	0.9%	0%	-2%	?	/	-7%	1%	/	-6%	/
CCS(=O)(=O)N1CCC(C(=O)NCc2ccc(F)cc2Cl)CC1	i	1.3%	0%	-8%	-10%	i	-3%	6%	-8%	-5%	-4%
O=C(NCCN1CCc2ccccc2C1)Nc1ccc(F)cc1	/	-0.9%	7%	-1%	-7%	/	-6%[2.3 µM]	-12%	-9%	7%	-1%
COCC(=O)N1CCC2(CC1)CCN(c1ccc(-c3ccccc3)cc1)CC2	i	-1.5%	-8%	-1%	4%	i	-5%	7%	-19%	?	-2%[11.4 µM]
CC(=O)N=C1SC2CS(=O)(=O)CC2N1c1ccccc1Cl (stereo not given)	i	-1.8%[0.369 µM]	-3%	-3%	2%	i	-7%	-4%	-5%	17%	3%

These rows are one share of the data, so the mix of outcomes need not match the whole.
